# m5-HT2A agonist: activates the mouse 5-HT2A serotonin receptor; P35363; CHO-K1 mHTR2A beta-arrestin complementation, luminescence; percent of 30 µM serotonin response; activation, % at 7.6 µM; 360,000 tested, 0.66% active; AID 624169;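 active means activation above a run cutoff, the mean activation of all tested compounds plus 3 SD, cut at about 14% in these data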;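 further: 0% = plate median of compound wells and 100% = 30 µM serotonin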
# PDI turbidity: blocks human protein disulfide isomerase activity. 350,000 tested, 0.052% active. P07237. inhibition, % at 10 µM. PDI insulin aggregation turbidity, A650, 90 min;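 active means mean inhibition across replicates of 30% or more, whatever share of single replicates reach that level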;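 further: absorbance from insulin aggregation driven by PDI reduction with DTT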
# Target sequence (P07237 whole entry, looked up): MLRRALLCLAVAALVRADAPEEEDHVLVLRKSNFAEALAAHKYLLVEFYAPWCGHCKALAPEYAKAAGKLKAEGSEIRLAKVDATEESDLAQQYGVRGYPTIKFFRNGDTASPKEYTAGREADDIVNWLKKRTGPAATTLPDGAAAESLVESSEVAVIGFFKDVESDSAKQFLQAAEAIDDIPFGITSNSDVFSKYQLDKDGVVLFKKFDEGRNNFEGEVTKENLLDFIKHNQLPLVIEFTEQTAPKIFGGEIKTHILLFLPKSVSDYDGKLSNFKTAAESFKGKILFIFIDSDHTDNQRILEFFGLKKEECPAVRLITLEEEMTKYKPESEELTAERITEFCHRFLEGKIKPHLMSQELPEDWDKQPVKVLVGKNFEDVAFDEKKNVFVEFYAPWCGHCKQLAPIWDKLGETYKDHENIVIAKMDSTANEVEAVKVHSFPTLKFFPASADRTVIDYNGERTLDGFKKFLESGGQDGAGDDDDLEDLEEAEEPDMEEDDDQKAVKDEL
# H9c2 protect: modulators protecting cardiomyocytes from myocardial damage; protection from H2O2 cell death, % at 20 µM; 360,000 tested, 0.63% active; H9c2 cardiomyocytes, H2O2 injury protection, ATPLite, 2 h;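 active means compounds giving at least 50% protection of heart cells from peroxide-induced death in the single-dose screen, raw or plate-pattern-corrected value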;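 further: 0% = DMSO wells with peroxide and 100% = DMSO wells without peroxide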
# iPSC survival up: hiPSC single-cell survival enhancement; ATPlite luminescence; 100% = ROCK inhibitor wells, 0% = DMSO; survival enhancement, % at 20 µM; AID 602274; 360,000 tested, 0.044% active; in the data active means survival enhancement above about 18%;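 further: cells exposed to compounds for 16 hours before the ATP read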
# NR2E3 ag-1: agonists of human nuclear receptor NR2E3 | Q9Y5X4 | GST-NR2E3/biotin-RetCOR TR-FRET, 1536-well | inhibition of corepressor binding, % at 4.78 µM | 320,000 tested, 0.12% active | AID 2300;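 active means percent inhibition above the cutoff of mean plus 3 SD of all tested compounds, set per screening campaign, cut at about 20% in these data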;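 further: 0% = DMSO wells and 100% = biotin wells as full block of FRET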
# Target sequence (Q9Y5X4 whole entry, looked up): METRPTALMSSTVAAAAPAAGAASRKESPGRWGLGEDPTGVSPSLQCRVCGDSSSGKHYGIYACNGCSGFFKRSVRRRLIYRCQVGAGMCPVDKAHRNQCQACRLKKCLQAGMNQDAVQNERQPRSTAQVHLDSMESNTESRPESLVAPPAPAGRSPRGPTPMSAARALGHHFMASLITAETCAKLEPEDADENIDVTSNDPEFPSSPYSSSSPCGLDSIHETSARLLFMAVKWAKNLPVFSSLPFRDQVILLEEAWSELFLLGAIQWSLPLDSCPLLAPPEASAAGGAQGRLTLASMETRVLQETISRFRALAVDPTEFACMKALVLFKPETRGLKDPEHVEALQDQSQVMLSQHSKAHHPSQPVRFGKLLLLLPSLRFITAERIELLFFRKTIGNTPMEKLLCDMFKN
#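 Test system – NR2E3–RetCOR corepressor complex · Quantity – NR2E3 fusion 1.35 nM · Buffer or medium – Tris pH 7.5 · Incubation – Compound–protein incubation for 5 h at 4 °C · Technique – TR-FRET, Eu(K)-anti-GST donor, streptavidin-D2 acceptor, ex 340, em 617/671 nm · Evaluation – percent inhibition of 671/617 nm emission ratio versus biotin and DMSO controls · Plate – 1536-well format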
# HIF-2a inh: blocks HIF-2a reporter activity. 786-0 RCC cells HIF-2a reporter, luciferase luminescence, overnight. inhibition, % at 18.8 µM. 360,000 tested, 0.72% active;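 active means inhibition of the luminescence signal of 40% or more relative to plate controls, in a single-dose primary screen at 18.75 µM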
# NR2E3 ag-2: human photoreceptor-specific nuclear receptor agonism. Q9Y5X4. CHO-S Gal4-NCOR/VP16-NR2E3 two-hybrid, luciferase. inhibition of corepressor binding, % at 3.98 µM. 360,000 tested, 0.35% active. AID 602229;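 active means inhibition above the mean of all tested compounds plus 3 SD, cut at about 70% in these data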;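 further: 0% = DMSO with NR2E3 transfected cells and 100% = cells lacking NR2E3 construct; higher means lower luciferase signal from less NR2E3 corepressor binding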
# TRPM1 prom inh: MITF TRPM1 promoter inhibition in SK-MEL-5 cells; SK-MEL-5 TRPM1 promoter luciferase, 24 h; inhibition, % at 12.5 µM; 330,000 tested, 0.83% active; AID 488899;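 active means mean inhibition across replicates of 60% or more, whatever share of single replicates reaches that level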; further: values of inactives mirror those of a sister screen read the other way
# CaV13 FRET inh: Primary screen for inhibitors of IQ motif and Ca2+-dependent inactivation inhibitor domain binding in CACNA1D, Förster resonance energy transfer in living cells, …; inhibition, % at 12.3 µM; HEK cells, CFP/YFP FRET ICDI-IQ, plate reader, 10 min; percent FRET-ratio fall versus neutral wells; AID 743397; 340,000 tested, 0.098% active;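 active means mean replicate inhibition of at least 30% and at least 1% of replicates passing that level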;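 further: 0% = median of the neutral control wells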
# Peg3 prom inh: reduces Peg3 promoter-driven luciferase expression in HeLa; AID 588405; HeLa PEG-Prom luciferase reporter, luminescence, overnight; 360,000 tested, 1.7% active; inhibition, % at 20 µM;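 active means inhibition of at least 50% at 20 µM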
# Shn3 3UTR inh: Schnurri-3 reporter inhibition in Clone20 osteoblasts. AID 588674. 360,000 tested, 0.52% active. Clone20 osteoblast Shn3 3'UTR firefly luciferase, 24 h. inhibition, % at 12.5 µM;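 active means mean inhibition of at least 75% with every replicate also reaching 75%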;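 further: 0% = median of neutral control wells and 100% = pilot-screen positive control compound; some compounds past the cut are filed as inactive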
# The depositor's hits bear a star; · = not tested or not shown; + = active, no number.
SMILES,m5-HT2A agonist,PDI turbidity,H9c2 protect,iPSC survival up,NR2E3 ag-1,HIF-2a inh,NR2E3 ag-2,TRPM1 prom inh,CaV13 FRET inh,Peg3 prom inh,Shn3 3UTR inh
COc1cccc(N(C(=O)c2snc(C(N)=O)c2N)C(C(=O)NCC2CCCO2)c2ccc3ncccc3c2)c1 (stereo not drawn),0,-27,7,1.0,9,13,6,6,-2,2,-6
CCCCN(C)c1nc(-c2ccco2)c2c(c1C#N)CC(C)(C)OC2,-1,·,4,-0.4,-1,11,-26,6,-2,6,-3
CC(=O)c1ccc(N2CCN(C(=O)COc3ccc(F)cc3)CC2)c(F)c1,4,3,-7,0.3,1,5,0,5,-6,4,11
CCOc1cc(/C=C2/C(=O)N(c3ccccc3)N=C2C)ccc1OC(=O)c1ccco1,2,11,5,0.7,12,11,4,3,-4,2,-10
COCCN(Cc1ccco1)C(=O)Cn1ncc2c(=O)oc3ccccc3c21,6,-3,3,-0.5,1,45*,-20,-2,-1,7,13
CC1CCCN(Cc2nc3c(c(=O)n(C)c(=O)n3C)n2CC(N)=O)C1 (stereo not drawn),3,-17,2,2.2,2,15,-5,-4,-4,4,-12
COc1ccc(NC2=C(NC(C)=O)C(=O)c3ccccc3C2=O)cc1,-2,13,-12,-0.8,-22,0,2,32,-5,8,63
O=C(O)CCC(=O)Nc1ccc(NC(=O)c2ccc(Cl)cc2Cl)c(Cl)c1,5,3,11,-3.1,3,21,-2,0,-2,15,10
CC1CC(C)CN(CC(O)COCc2ccccc2)C1 (stereo not drawn),-3,6,-1,-0.6,-1,10,-21,9,-3,11,19
COc1ccc(C2C(C#N)=C(N)Oc3cc(O)ccc32)cc1Cl (stereo not drawn),10,15,-3,-0.5,3,21,-6,7,+,19,5
c1ccc(CN2CCN(c3nc(-c4ccccn4)nc4ccccc34)CC2)cc1,2,11,-5,-1.9,3,22,-2,-1,·,1,0
COc1ccc(-c2nsc3c(N4CCN(S(=O)(=O)c5ccccc5F)CC4)ncnc23)cc1,6,2,-4,-0.1,-1,-6,-17,-6,-8,-9,0
COC(=O)c1nnn(-c2nonc2N)c1CSc1nc2ccccc2s1,5,5,-10,-0.5,-3,-6,-5,4,-1,2,19
O=C(CSc1nnc(-c2ccc(Cl)cc2)n1Cc1ccco1)c1cccs1,3,0,5,-2.7,2,-33,-9,9,·,-13,5
O=C(CCC(=O)c1ccc(Cl)cc1)OCc1nc2ccsc2c(=O)[nH]1,5,3,28,0.2,4,11,-12,5,-4,6,-3
CN1CCN(c2ccccc2NC(=O)c2cccs2)CC1,-6,1,10,-0.5,1,6,-15,15,·,17,0
COc1ccc(CNC(=O)C(C)Sc2nc3ccccc3c(=O)n2CC2CCCO2)cc1 (stereo not drawn),4,-3,12,6.0,1,-4,-21,-10,-2,4,10
Cn1c(=O)c2[nH]c(-c3ccc(S(=O)(=O)O)cc3)nc2n(C)c1=O,1,-4,0,3.8,1,0,7,-7,-7,-4,-2
COc1ccc(CCN2C(=NC(=O)C(C)C)SC3CS(=O)(=O)CC32)cc1 (stereo not drawn),-1,2,7,0.0,-2,16,-19,5,-5,4,-10
COc1ccccc1CNC(=O)C(CCSC)NC(=O)C1CCC(C)CC1 (stereo not drawn),-2,-6,-5,1.7,-2,13,-9,4,-5,16,4
O=C(O)/C=C/C(=O)c1ccc2c(c1)NC(=O)CO2,6,1,1,2.0,5,19,-6,1,7,2,64
CC(C)C[C@@H](CN=[N+]=[N-])N1CCN(C)CCC1=O,-7,-3,2,1.1,-1,11,18,-4,-5,-6,0
O=C(Nc1ccc(O)cc1)C1CCCO1 (stereo not drawn),1,13,0,0.7,2,8,-17,7,-9,3,24
COc1ccccc1-c1c(-c2ccc(O)cc2O)n[nH]c1C(F)(F)F,10,-2,-15,-0.8,-2,10,4,13,-6,13,91*
CCOc1cc(/C=N/NC(=O)Cn2nc([N+](=O)[O-])cc2C)cc(Br)c1OCc1ccccc1F,6,-4,-7,1.1,-3,14,-24,4,-4,11,15
Cc1ccc(-c2ccc(SCC(=O)NC3CCCC3)nn2)cc1,0,11,-9,-0.1,1,-49,-23,-27,-3,-93,-9
O=C(COc1ccc(Cl)cc1)N(Cc1ccccc1)c1nc(-c2ccccc2)cs1,-6,8,-14,-0.3,4,13,-34,1,-3,55*,-17
O=C(NC(=O)N1CCCCC1)c1ccccc1,-4,-6,-3,2.9,4,12,-4,-3,-2,-16,10
O=C(Cc1ccccc1)N/N=C/c1cccs1,-2,4,2,1.7,0,-21,-14,2,·,-19,-25
O=C(CN1CCN(c2ccc(O)cc2)CC1)Nc1cc([N+](=O)[O-])ccc1Cl,-2,-5,7,-0.7,5,21,-6,4,-19,21,-5
COc1ccc(OCc2cc(C(=O)NCCc3ccccc3)no2)c(Cl)c1,-4,2,-2,-0.5,-4,-19,-21,4,-3,-4,17
COc1ccccc1N(C(=O)c1cncc(Br)c1)c1nc(-c2ccc(C)cc2)cs1,-5,10,-10,-1.4,3,-6,5,-10,-4,14,8
c1coc(-c2nnc(NC3=NCCC3)o2)c1,3,-1,-3,-1.8,-3,-152,-57,-46,-4,-147,-59
N#CC(C#N)=C(Nc1ccc(F)cc1)SCc1cccc(Br)c1,-1,11,-17,0.2,2,-33,94*,63*,-3,21,77
COc1ccccc1Nc1nnc(SCC2CCCCO2)s1 (stereo not drawn),1,7,-20,-2.2,-3,-133,-141,-6,-2,-102,-47
CNC(=O)c1c(NC(=O)c2ccc(N3C(=O)CCC3=O)cc2)sc2c1CCC(C)C2 (stereo not drawn),-2,2,16,0.1,1,7,-26,14,-3,14,4
CCN(C(=O)c1ccccc1)c1ccc([N+](=O)[O-])cc1,-3,3,-1,-0.5,-4,17,-2,-2,-2,-3,-9
CCC(=O)Nc1sc2c(c1C#N)CCC2,3,2,-5,-0.5,3,-11,-23,16,-7,2,4
COc1ccc(/C(O)=C2/C(=O)C(=O)N(CCCN(C)C)C2c2cccc(Cl)c2)cc1OC (stereo not drawn),1,11,9,-0.5,0,10,-23,1,-6,14,2
O=C(CN1CCCN(S(=O)(=O)c2ccc(Br)s2)CC1)Nc1ccc(Cl)cc1,-11,-1,-4,-2.3,0,7,20,23,-9,11,-5

# Record cards, from the list above.
# Entry for N#CC(C#N)=C(Nc1ccc(F)cc1)SCc1cccc(Br)c1 : m5-HT2A agonist: -1; PDI turbidity: 11; H9c2 protect: -17; iPSC survival up: 0.2; NR2E3 ag-1: 2; HIF-2a inh: -33; NR2E3 ag-2: 94*; TRPM1 prom inh: 63*; CaV13 FRET inh: -3; Peg3 prom inh: 21; Shn3 3UTR inh: 77
# Entry for COc1ccccc1N(C(=O)c1cncc(Br)c1)c1nc(-c2ccc(C)cc2)cs1 : m5-HT2A agonist: -5; PDI turbidity: 10; H9c2 protect: -10; iPSC survival up: -1.4; NR2E3 ag-1: 3; HIF-2a inh: -6; NR2E3 ag-2: 5; TRPM1 prom inh: -10; CaV13 FRET inh: -4; Peg3 prom inh: 14; Shn3 3UTR inh: 8

# New compounds follow.
SMILES,m5-HT2A agonist,PDI turbidity,H9c2 protect,iPSC survival up,NR2E3 ag-1,HIF-2a inh,NR2E3 ag-2,TRPM1 prom inh,CaV13 FRET inh,Peg3 prom inh,Shn3 3UTR inh
COc1cc(/C=N/NC(=O)c2cncc(Br)c2)cc([N+](=O)[O-])c1O,-7,1,34,1.2,-2,4,11,23,-17,2,-12
CN=C(Nc1cc(C)nn1CCC#N)c1ccccc1F,0,-7,12,0.4,0,0,-17,-14,-8,11,-2
Cc1nc2scc(-c3cccs3)c2c(=O)n1-n1cccc1,8,-8,1,1.3,0,8,-2,-11,·,-4,-7
O=S(=O)(c1ccc2nc(-c3ccccc3)[nH]c2c1)N1CCN(c2cccc(Cl)c2)CC1,6,-15,-12,0.2,-3,7,-6,4,-4,5,4
CCOC(=O)N1CCN(C(=O)CCS(=O)(=O)c2ccc3c(c2)CCN3C(=O)CC)CC1,-8,3,-4,-0.2,-2,6,-21,13,-4,-14,-11
COc1cc(OC)c2c(c1)C(=O)c1cc(OC)cc(OC)c1C2=O,-1,-3,-24,-1.6,0,-6,-24,22,-5,24,6
Cc1cccc2cc(CN(Cc3ccco3)C(c3nnnn3CCc3ccccc3)C(C)C)c(=O)[nH]c12 (stereo not drawn),1,-2,-13,1.4,0,23,-4,2,-5,23,10
Cc1ccc(-c2c(C(=O)N/N=C/c3ccc4c(c3)OCO4)nnn2-c2nonc2N)cc1,7,1,4,0.1,-1,3,-32,-16,-7,4,24
COc1cccc(NC2C=CS(=O)(=O)C2)c1 (stereo not drawn),-4,-1,22,-1.4,4,1,-21,-3,·,7,-6
COc1ccc(CNC(=O)Cn2cc(C(F)(F)F)ccc2=O)cc1,-1,-7,8,2.6,8,6,-8,14,-2,13,-2
Cc1ccc(NC(=O)CCCCCN2C(=O)[C@@H]3Cc4ccccc4CN3C2=O)c(Cl)c1,0,3,-2,-0.2,-5,-4,-13,6,-3,2,19
CC(=O)Nc1ccc(NC(=O)c2cccc(Oc3ccccc3)c2)cc1,5,-4,0,-0.4,2,-38,6,-1,-2,-11,-11
COC(=O)c1cn(NC(=O)Cn2nc([N+](=O)[O-])c(Br)c2C)c(=O)c2ccccc12,5,0,1,-0.1,3,23,0,1,-2,12,2
Cc1ccc(C)c(NC(=O)CSc2ncnc3nc[nH]c23)c1,-5,-3,1,-2.0,-5,13,17,-3,-7,-4,24
CCC1(C(=O)OC)NC(c2ccco2)C2C(=O)N(c3ccc(F)cc3)C(=O)C21 (stereo not drawn),3,-9,4,1.7,4,16,4,-2,-7,9,-2
CCN(C(=O)CSc1ccc(S(=O)(=O)N2CCOCC2)cn1)c1ccccc1,-7,3,4,0.1,7,2,13,-2,-6,13,0
COc1cccc(CN2CC(C(=O)NCCc3ccccc3C(F)(F)F)CCC2=O)c1 (stereo not drawn),2,1,-4,-0.4,2,-26,30,3,-3,-18,-2
Cc1ccccc1-c1csc(C(O)c2cccc(Cl)c2)n1 (stereo not drawn),-8,4,-14,0.2,·,-17,13,·,-7,-8,-5
Clc1ccc(-c2nc3ccccc3[nH]2)cn1,-6,3,7,-0.5,0,-237,-38,-60,-5,-132,·
O=C(CNCc1cccc(Cl)c1)N1CCc2ccccc2C1,-7,-1,-8,0.0,0,-74,-52,-10,-3,-54,-9
Cc1cc(C(=O)N/N=C/c2cn(C)nc2C)c2ccccc2n1,-5,3,3,2.6,0,-3,-55,-5,-7,-1,6
O=C(Cn1ncn2c(cc3ccccc32)c1=O)NCc1ccco1,4,-2,16,3.6,0,10,-1,12,-8,10,-5
O=C(Cn1cnc([N+](=O)[O-])c1)c1ccc(F)cc1,5,-2,9,2.7,-2,10,-16,6,-6,7,-10

# An unsorted share of the library, and some 3.9% of all compounds hit somewhere here.
